# Screening results from PubChem.
# yeast rad50: NCI yeast anticancer drug screen, S. cerevisiae rad50 strain; growth inhibition, % at 50 µM; 79,000 tested, 10% active; AID 155;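 also: 0% = growth of vehicle-only cultures of the same strain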
#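 Growth of the mutant yeast was measured after compound exposure and referenced to vehicle-treated cultures.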
# yeast cln2 rad14: NCI yeast anticancer drug screen, S. cerevisiae cln2 rad14 strain; growth inhibition, % at 50 µM; 78,000 tested, 8.3% active; AID 165;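 also: 0% = growth of vehicle-only cultures of the same strain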
#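 Relative to vehicle controls, growth inhibition of compound-treated cln2 rad14 yeast was recorded.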
# yeast mlh1 rad18: NCI yeast anticancer drug screen, S. cerevisiae mlh1 rad18 strain; % growth inhibition at 50 µM; 79,000 tested, 11% active; AID 175;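 also: 0% = growth of vehicle-only cultures of the same strain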
#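 Compound-treated yeast growth, normalised to vehicle controls. Strain bears defined DNA repair mutations.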
# sgs1 mgt1: NCI yeast anticancer drug screen, S. cerevisiae sgs1 mgt1 strain; 78,000 tested, 10% active; AID 161; growth inhibition, % at 50 µM;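 also: 0% = growth of vehicle-only cultures of the same strain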
#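 Inhibition of yeast growth, normalised to vehicle-treated controls, is reported for a strain bearing genetic alterations in DNA damage repair.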
# mec2-1: NCI yeast anticancer drug screen, S. cerevisiae mec2-1 strain. % growth inhibition at 50 µM. 79,000 tested, 9% active. AID 157;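 also: 0% = growth of vehicle-only cultures of the same strain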
#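 Test agents were screened against the mec2-1 yeast strain, with defined DNA repair or cell cycle alteration. Growth was scored as inhibition against vehicle-only controls.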
# yeast bub3: NCI yeast anticancer drug screen, S. cerevisiae bub3 mutant strain; growth inhibition, % at 50 µM; 78,000 tested, 9.9% active;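 also: 0% = growth of vehicle-only cultures of the same strain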
#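 Yeast carrying a defined mutation is treated with each compound, and growth is compared with that of vehicle-exposed cells to give inhibition.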
# Numbers without * were called inactive; / = no result given. Rule as the data show it: active = growth inhibition above about 70%; inactive = the rest. These rows are one share of the data, so the mix of outcomes need not match the whole.
# Letters: A = yeast rad50; B = yeast cln2 rad14; C = yeast mlh1 rad18; D = sgs1 mgt1; E = mec2-1; F = yeast bub3
molecule: CC(c1ccccc1)C(C)N(C)C (centres undefined)
  A: 11; B: -6; C: 14; D: 0; E: 0; F: -2

molecule: Cc1cc(N(CCCl)CCCl)ccc1C1N(Cc2ccc(N(C)C)cc2)CCN1Cc1ccc(N(C)C)cc1
  A: 14; B: -3; C: 19; D: 16; E: 2; F: 2

molecule: CN(C)CCc1c[nH]c2ccc(OCc3ccccc3)cc12
  A: 13; B: 0; C: 14; D: -11; E: -31; F: 6

molecule: Cn1on1Cc1ccc([N+](=O)[O-])cc1
  A: 22; B: 3; C: -10; D: 6; E: 1; F: -6

molecule: C/C(=N\N(C)C)C(CN(C)C)C(c1ccccc1)c1c(O)c2ccccc2oc1=O (centres undefined)
  A: 17; B: 2; C: 19; D: 14; E: -18; F: 38

molecule: CC(C)(C)NC(=O)CCl
  A: -10; B: -10; C: -8; D: -6; E: -1; F: 7

molecule: Nc1ncnc2c1ncn2C1OC(COP(=O)(O)CP(=O)(O)O)C(O)C1O (centres undefined)
  A: -5; B: -23; C: 3; D: 9; E: 6; F: -31

molecule: ClCCN(CCCl)c1ccc2c(c1)Cc1cc(Br)ccc1-2
  A: 15; B: 31; C: 7; D: 41; E: 2; F: 3

molecule: CCCCN1CCC2(CC1)C(=O)NC(=S)NC2=O
  A: -12; B: 5; C: -22; D: -4; E: -2; F: 6

molecule: C[CH2][Sn]([CH2]C)([O]C(=O)c1ccccc1F)[O]C(=O)c1ccccc1F
  A: -9; B: 23; C: 28; D: 4; E: 28; F: 23

# More records.
# Letters: A = yeast rad50; B = yeast cln2 rad14; C = yeast mlh1 rad18; D = sgs1 mgt1; E = mec2-1; F = yeast bub3
molecule: CNCCc1ccc(O)c(O)c1
  A: -2; B: /; C: -6; D: /; E: -13; F: /

molecule: N/C(=N/N=C/c1ccc(O)cc1)N[N+](=O)[O-]
  A: -2; B: -32; C: 9; D: -14; E: -30; F: -7

molecule: O=P1(N2CCCCC2)OCC2(CO1)COP(=O)(N1CCCCC1)OC2 (centres undefined)
  A: -7; B: -8; C: 3; D: 0; E: -1; F: -2

molecule: NNC(=O)NC(=O)NN
  A: 1; B: -9; C: 10; D: 5; E: 5; F: 0

molecule: CCOC(=O)C1CC12c1ccccc1-c1ccccc12 (centres undefined)
  A: 74*; B: 20; C: 70; D: 67; E: 53; F: 15

# Arranged by molar mass (rising): some entries from above
# Letters: A = yeast rad50; B = yeast cln2 rad14; C = yeast mlh1 rad18; D = sgs1 mgt1; E = mec2-1; F = yeast bub3
molecule: CC(C)(C)NC(=O)CCl
  A: -10; B: -10; C: -8; D: -6; E: -1; F: 7

molecule: Cn1on1Cc1ccc([N+](=O)[O-])cc1
  A: 22; B: 3; C: -10; D: 6; E: 1; F: -6

molecule: CCOC(=O)C1CC12c1ccccc1-c1ccccc12 (centres undefined)
  A: 74*; B: 20; C: 70; D: 67; E: 53; F: 15

molecule: CCCCN1CCC2(CC1)C(=O)NC(=S)NC2=O
  A: -12; B: 5; C: -22; D: -4; E: -2; F: 6

molecule: C/C(=N\N(C)C)C(CN(C)C)C(c1ccccc1)c1c(O)c2ccccc2oc1=O (centres undefined)
  A: 17; B: 2; C: 19; D: 14; E: -18; F: 38

molecule: Nc1ncnc2c1ncn2C1OC(COP(=O)(O)CP(=O)(O)O)C(O)C1O (centres undefined)
  A: -5; B: -23; C: 3; D: 9; E: 6; F: -31
